MPTP block = mitochondrial permeability transition pore inhibitors, primary screen, biochemical, isolated mouse mitochondria, absorbance | 360,000 tested, 1.4% active | Ca2+ swelling absorbance, 30 min | inhibition, % at 10 µM;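 active = inhibition of 50% or more, scaled per plate between neutral and stimulator controls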;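 note: 0% = DMSO wells given calcium and 100% = 1 mM EGTA wells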
hIAP act = human IAP activators, primary screen, biochemical, luminescence, uHTS; purified human IAP, CDP-Star luminescence, 30 min; hits give high values; 1 = vehicle-only enzyme, 0 = enzyme-free background; activation factor at 10 µM; 330,000 tested, 0.16% active; AID 2524, 2010;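 active = activation factor of the enzyme at least 2-fold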; note: the source names both 10 and 20 µM as test concentration; values of inactives mirror those of a sister screen read the other way
Target sequence (P09923 whole entry, looked up): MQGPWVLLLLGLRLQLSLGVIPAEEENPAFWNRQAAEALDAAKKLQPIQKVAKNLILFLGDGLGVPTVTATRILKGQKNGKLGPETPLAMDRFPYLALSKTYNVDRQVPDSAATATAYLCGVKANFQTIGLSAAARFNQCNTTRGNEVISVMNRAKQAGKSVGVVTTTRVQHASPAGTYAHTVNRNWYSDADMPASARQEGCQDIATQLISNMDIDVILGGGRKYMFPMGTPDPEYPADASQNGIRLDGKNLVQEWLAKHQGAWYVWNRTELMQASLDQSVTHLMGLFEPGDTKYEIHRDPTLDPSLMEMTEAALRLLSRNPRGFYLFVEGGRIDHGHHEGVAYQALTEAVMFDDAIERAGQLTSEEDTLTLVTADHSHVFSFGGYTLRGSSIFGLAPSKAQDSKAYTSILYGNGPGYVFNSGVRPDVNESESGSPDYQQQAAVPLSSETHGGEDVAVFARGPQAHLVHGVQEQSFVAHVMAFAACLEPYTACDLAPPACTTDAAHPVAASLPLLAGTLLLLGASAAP
mIAP activ = activators of mouse IAP, primary screen, biochemical, luminescence, uHTS | intestinal alkaline phosphatase [Mus musculus] | muIAP, CDP-Star luminescence, 30 min; hits give high values; 1 = vehicle-only enzyme signal, 0 = enzyme-free wells | activation factor at 10 µM | 330,000 tested, 0.24% active | AID 2805, 2010;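 active = activation factor of at least 2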; note: the source names both 10 and 20 µM as test concentration; values of inactives mirror those of a sister screen read the other way
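Assay system: mouse IAP enzyme; reagent: chemiluminescent substrate CDP-Star; dosing: test compounds delivered from DMSO solution; schedule: 30 min at room temperature; measured by: luminescence from enzymatic CDP-Star hydrolysis; controls: DMSO-only wells and no-enzyme negative control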
A3A deaminase = APOBEC3A ssDNA deaminase inhibitors, primary screen, selectivity assay for APOBEC3G inhibitor project, biochemical, FAM/TAMRA oligo cleavage fluorescence. recombinant A3A, FAM/TAMRA ssDNA deamination fluorescence. inhibition, % at 20 µM. 330,000 tested, 0.41% active. AID 493011, 2011;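 active = at least 40% inhibition at 20 µM here, with at most 30% in a related deaminase screen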;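 note: plate controls were A3A with DMSO for no effect and wells lacking A3A enzyme for full effect; some results filed as inactive read as strong as hits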
Target sequence (P31941 whole entry, looked up): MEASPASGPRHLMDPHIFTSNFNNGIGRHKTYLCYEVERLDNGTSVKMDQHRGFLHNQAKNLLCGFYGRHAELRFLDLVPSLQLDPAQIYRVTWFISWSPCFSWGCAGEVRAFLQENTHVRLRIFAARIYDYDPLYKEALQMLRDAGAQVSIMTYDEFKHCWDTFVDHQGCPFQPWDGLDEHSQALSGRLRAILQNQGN
MIN6 prolif = inducers of MIN6 beta-cell proliferation, primary screen, ATP luminescence, uHTS; proliferation, % at 10 µM; AID 2380, 2010; MIN6 cells proliferation, ATPlite luminescence, 48 h; cells starved in 0.2% serum; 100% = growth in 10% serum; 330,000 tested, 0.29% active;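 active = compounds whose signal lies at least 3.5 SD above the mean of all wells on their plate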;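 note: 0% = DMSO-treated cells in low-serum medium and 100% = 10% serum control; some compounds called inactive have numbers as strong as hits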
hIAP inh = human IAP inhibitors, primary screen, biochemical, luminescence, uHTS | 330,000 tested, 0.12% active | inhibition, % at 10 µM | purified IAP, CDP-Star luminescence, 30 min | Intestinal-type alkaline phosphatase (Homo sapiens), P09923;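 active = inhibition reaching a set limit with compound at 10 µM in the primary screen, cut at about 35% in these data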;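 note: plate controls were DMSO wells with enzyme for no effect and no-enzyme buffer wells for full effect; values of inactives mirror those of a sister screen read the other way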
APOBEC3G inh = APOBEC3G DNA deaminase inhibitors, primary screen, biochemical, fluorescence, single-stranded DNA substrate, uHTS; AID 493012, 2011; 330,000 tested, 0.28% active; inhibition, % at 20 µM; recombinant A3G, ssDNA deamination FAM/TAMRA fluorescence; DNA dC->dU-editing enzyme APOBEC-3G (Homo sapiens), Q9HC16;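 active = inhibition of at least 40% at 20 µM, with no more than 30% in the related APOBEC3A deaminase screen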;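 note: plate controls were DMSO wells with A3G for no effect and wells lacking A3G enzyme for full effect; some compounds called inactive have numbers as strong as hits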
NR3A LBD binder = binders of NR3A ligand-binding domain, primary screen, biophysical, differential scanning fluorimetry, uHTS | NR3A LBD differential scanning fluorimetry, Tm shift; 0% = protein alone, 100% = glycine-bound protein | 340,000 tested, 2.5% active | Tm shift relative to glycine control, % at 25 µM | Glutamate receptor ionotropic, NMDA 3A (GRIN3A) ligand-binding domain | AID 1259313, 2017;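 active = melting temperature shift of at least 10% of the positive control shift, at one fixed dose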
mIAP block = inhibitors of mouse IAP, primary screen, biochemical, luminescence, uHTS; AID 2806, 2010; 330,000 tested, 0.2% active; inhibition, % at 10 µM; purified mouse IAP, CDP-Star luminescence, 30 min;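 active = inhibition of at least 40% at 10 µM in the primary screen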;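 note: plate controls were DMSO with enzyme for no effect and no enzyme wells for full effect; values of inactives mirror those of a sister screen read the other way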
An asterisk follows results filed as active; / = not tested or not shown.

SMILES | MPTP block | hIAP act | mIAP activ | A3A deaminase | MIN6 prolif | hIAP inh | APOBEC3G inh | NR3A LBD binder | mIAP block
COc1cccc(CN2CCNC(=O)C2CC(=O)NCCN2CCOCC2)c1OC (stereo unspecified) | -0.6 | 0.97 | 0.99 | -1 | -2 | 2 | -3 | -1 | 1
O=C(Nc1ccc2c(c1)oc1ccccc12)c1ccc2c(c1)OCO2 | 5.5 | 0.88 | 1 | 2 | -4 | 12 | 3 | 25* | -3
CC(=O)c1c(C)[nH]c(C(=O)N2CCc3ccccc3C2)c1C | -1.3 | 1.1 | 1 | -1 | -2 | -15 | -2 | -1 | -3
Cc1cc(NC(=O)c2cccc(S(=O)(=O)N3CCCCCC3)c2)no1 | -0.8 | 1.1 | 0.96 | 1 | -4 | -8 | -1 | 0 | 4
CCN(CC)S(=O)(=O)c1ccc2c(c1)c(=O)c(C(=O)N1CCc3ccccc3C1)cn2C | 1.4 | 0.88 | 1 | -4 | -1 | 12 | -11 | 0 | 0
CCOC(=O)c1oc2ccccc2c1COC(=O)CNC(=O)c1cccc(C)c1 | -1.1 | 1 | 1.1 | -1 | -1 | -4 | -3 | 2 | -9
O=C(NCc1ccccc1)C(Cc1ccccc1)NS(=O)(=O)c1cccc2nsnc12 (stereo unspecified) | -0.5 | 1.1 | 1.1 | -2 | -2 | -13 | -4 | 0 | -8
COc1ccc(C2CC(c3ccc([N+](=O)[O-])cc3)=NN2C(C)=O)cc1 (stereo unspecified) | 0.3 | 1.4 | 0.99 | -4 | 2 | -37 | 2 | -1 | 1
COc1cc(/C=N/NS(=O)(=O)c2ccccc2)ccc1OS(=O)(=O)c1ccc(C)cc1 | -1.9 | 0.88 | 1 | -1 | -6 | 12 | -1 | -1 | -2
CCOc1cc(N2CCOCC2)c(OCC)cc1NC(=O)CSc1nnc(N)s1 | 0.4 | 1 | 0.99 | -3 | 1 | -4 | -3 | -1 | 1
C=CCSc1nnc(NC(=O)C23CC4CC(CC(NC(C)=O)(C4)C2)C3)s1 | -1.1 | 0.82 | 1.1 | -3 | -5 | 18 | 17 | -1 | -15
CCNC(=S)Nc1ccc(Cl)c([N+](=O)[O-])c1 | 96* | 1.1 | 1 | -8 | -2 | -12 | -5 | -1 | -2
CC(=O)c1c(C)[nH]c(C(=O)OCC(=O)NCCc2ccc(F)cc2)c1C | 1.8 | 0.98 | 1.1 | -1 | -1 | 2 | -3 | 1 | -13
CCCc1[nH]nc2c1C(Cc1ccccc1)C(C#N)=C(N)O2 (stereo unspecified) | 0.4 | 0.93 | 0.94 | -2 | 0 | 7 | -3 | -3 | 6
CCOC(=O)C1=C(Nc2cccc(Cl)c2)OCC1=O | -3.1 | 0.82 | 1.1 | 2 | -4 | 18 | 1 | 0 | -7
COC(=O)CNC(=O)Cc1c(C)n(C(=O)c2ccc(Cl)cc2)c2ccc(OC)cc12 | 0.5 | 1.3 | 1 | -1 | 0 | -28 | -3 | 5 | -1
Cn1cccc1C(C#N)(CC#N)c1cccc(F)c1C#N (stereo unspecified) | 2.0 | 1.1 | 1 | -1 | -2 | -12 | 0 | -3 | 0
COc1ccccc1C(=O)Oc1ccc(C(C)C)cc1 | -0.6 | 1 | 0.85 | -3 | 0 | -4 | -7 | 5 | 15
CN(Cc1cccc([N+](=O)[O-])c1)Cc1cccc2ccccc12 | 2.0 | 1.1 | 0.99 | -1 | -3 | -13 | -1 | 1 | 1
Cc1ccc(OC(=O)c2sc(Cl)nc2C)cc1C | 15 | 0.91 | 0.82 | 0 | 0 | 9 | 54* | -7 | 18
COc1cccc(C(=O)CSc2nnc(-c3cccs3)o2)c1 | 1.1 | 0.91 | 0.9 | -4 | 0 | 9 | -3 | -1 | 10
COc1ccc(-c2csc(NC(=O)c3ccc(C(C)(C)C)cc3)c2C(=O)O)cc1 | / | 1 | 0.88 | -3 | -4 | 0 | -6 | -1 | 12
CN1/C(=C\C(=O)c2oc3ccccc3c2N)C(C)(C)c2ccccc21 | -0.6 | 1.1 | 0.96 | -2 | -1 | -14 | -6 | 0 | 4
Cc1coc2cc3oc(=O)c(CCC(=O)NCc4ccccn4)c(C)c3cc12 | 1.1 | 0.89 | 0.87 | -6 | 2 | 12 | -10 | 0 | 13
O=C(Cc1ccccc1)N1CCN(S(=O)(=O)c2ccc([N+](=O)[O-])cc2)CC1 | -3.8 | 0.98 | 1 | -2 | 1 | 2 | -10 | 2 | -1
C=CCOc1nc(N2CCCC2)nc(N2CCCC2)n1 | -0.2 | 1 | 0.92 | 0 | -3 | -2 | -6 | 2 | 8
CCn1cc(CCCC(=O)NCc2cccc(OC)c2)c2ccccc21 | -1.6 | 1.1 | 1.1 | -4 | 1 | -15 | -1 | -1 | -12
O=C(NC1CCN(c2ncccn2)CC1)c1c(F)cccc1F | -0.3 | 1 | 1 | -2 | -1 | -3 | -6 | 1 | 0
COc1ccc(CC2(CO)CCN(Cc3cnn(-c4ccccc4OC)c3)CC2)cc1 | 2.2 | 1.2 | 0.98 | -6 | -4 | -20 | -5 | 1 | 2
COc1ccc(-c2noc(CCC(=O)N3CCN(c4ccc(C(F)(F)F)cc4)CC3)n2)cc1 | 1.4 | / | 1.1 | 1 | / | / | -2 | 1 | -7
CCCNC(=O)c1ccc(N2CCC3(CC2)CC(c2cccc(Br)c2)=NO3)c(N)c1 | -1.7 | 0.98 | 1.1 | 2 | -8 | 2 | -3 | -10 | -6
COc1ccc(CCNC(=O)NC2CCCCC2)cc1OC | -1.6 | 1.1 | 0.97 | -2 | -1 | -9 | -4 | -2 | 3
CC1(C)CC(=O)C2=C(C1)OC(N)=C(C#N)C2CCc1ccccc1 (stereo unspecified) | 1.2 | 1.1 | 1.1 | 0 | 1 | -15 | -1 | -16 | -6
CCOc1ncccc1C(=O)Nc1ccc(F)cc1 | 0.1 | 1.1 | 1.1 | 0 | 1 | -12 | -4 | -2 | -6
Cc1c(OCC(=O)NC(Cc2ccc(Cl)cc2)C(=O)O)ccc2c1oc(=O)c1ccccc12 (stereo unspecified) | 0.1 | 0.89 | 0.99 | 7 | 5 | 12 | -1 | -8 | 1
CC(C)[C@H](NC(=O)N1CC(=O)Nc2ccccc21)C(=O)N[C@@H](Cc1c[nH]c2ccccc12)C(=O)O | -0.7 | 0.94 | 0.91 | -1 | 5 | 6 | -5 | 1 | 9
Cc1ccccc1-n1c(C)nnc1SCC(=O)NNC(=O)c1ccccc1 | 0.5 | 1.2 | 1.1 | -3 | -2 | -24 | -8 | -5 | -6
CCn1c(SCC(=O)O)nnc1-c1ccccc1 | -0.8 | 1.2 | 1 | 2 | -2 | -16 | -4 | 1 | -1
Cc1cccn2cc(CCNS(=O)(=O)c3cccc([N+](=O)[O-])c3)nc12 | -0.1 | 1.2 | 1.1 | -2 | 2 | -17 | -2 | -1 | -10
COc1ccc(C2=NN(C(C)=O)C(c3cccs3)C2)cc1OC (stereo unspecified) | -1.0 | 1.2 | 0.92 | -6 | -4 | -16 | -6 | -1 | 8
CCN(CC)S(=O)(=O)c1ccc(O)c(C(=O)OCC(=O)Nc2ccc(OC(F)(F)F)cc2)c1 | 102* | 1 | 0.99 | -4 | -7 | -2 | -9 | 5 | 1
COC(/C=C/Nc1ccc(Br)cc1)=C(C#N)C#N | 1.1 | 0.93 | 1 | -1 | -2 | 7 | -6 | -1 | -3
CCC(=O)NC1=C(Cl)C(=O)C(NC(=O)CC)=C(Cl)C1=O | 3.3 | 0.96 | 0.95 | -4 | -6 | 4 | 87* | -5 | 5
COc1ccc(S(=O)(=O)N2CCN(C(=O)[C@H](Cc3ccccc3)NC(=O)c3ccco3)CC2)cc1 | 1.0 | 0.87 | 0.98 | -3 | 1 | 13 | -9 | 1 | 2
O=C(O)c1ccccc1C(=O)NCc1ccccc1 | -0.5 | 1 | 0.94 | 0 | 4 | -3 | -4 | -2 | 6
COc1ccc(N2C(=O)CC(N(CCc3ccccc3)C(=O)/C=C/C(=O)O)C2=O)cc1 (stereo unspecified) | 0.0 | 0.98 | 0.94 | 1 | 0 | 2 | -3 | -3 | 6
CC(=O)N(Cc1cc(=O)[nH]c2ccccc12)c1ccc(C)cc1 | 8.3 | 0.94 | 1 | -6 | -2 | 6 | -9 | 0 | 0
O=C(CNC(=O)c1ccco1)NCC(=O)OCc1ccc(Cl)cc1Cl | -0.8 | 0.89 | 0.98 | -2 | 0 | 11 | -3 | -1 | 2
COc1ccccc1-c1sc2ccccc2c1-c1ccc2c(c1)OCCO2 | 2.0 | 0.85 | 0.99 | -1 | -6 | 15 | -7 | 0 | 1
Cc1ccc2[nH]c(O)c(N=Nc3nc4ccccc4s3)c2c1 | 13 | 1.1 | 0.7 | 9 | 1 | -5 | 1 | -2 | 30
Cc1ccc2[nH]c(C(=O)NN=C3CCCCC3)c(-c3ccccc3)c2c1 | -0.6 | 0.88 | 0.97 | 0 | 0 | 12 | -2 | 0 | 3
CC(C)NC(=O)CSc1nnc(-c2ccc(C(C)(C)C)cc2)n1C | 0.5 | 1.1 | 1 | -1 | 0 | -13 | -9 | 0 | -3
COc1cccc(OCCCOc2ccccc2C(C)C)c1 | 2.6 | 0.88 | 0.98 | 1 | -4 | 12 | 2 | -1 | 2
Cc1ccccc1-n1c(C)cc(/C=N/Nc2ccc([N+](=O)[O-])cn2)c1C | 0.2 | 0.86 | 0.88 | 8 | -1 | 14 | -2 | 0 | 12
O=C(c1ccccc1Sc1c(Cl)cccc1[N+](=O)[O-])N1CCOCC1 | 0.5 | 1.1 | 1 | 0 | 0 | -10 | -3 | 0 | -1
COc1ccc(CCNC(=O)c2cc(=O)c3ccc(C)cc3o2)cc1OC | -0.1 | 1.1 | 1 | 0 | -2 | -10 | -2 | -7 | -1
OC(CNCC1(N2CCCCC2)CCCCC1)COc1ccc(Cl)cc1Cl (stereo unspecified) | 3.6 | 0.9 | 1 | 5 | -5 | 10 | -2 | -2 | -3
COc1cc(/C=C2/NC(=O)N(Cc3ccccc3F)C2=O)ccc1O | 0.8 | 1.1 | 0.94 | 0 | -1 | -9 | -5 | -1 | 6
COc1ccc(N2CCN(S(=O)(=O)c3ccc(OC)cc3)CC2)cc1 | -1.0 | 0.95 | 0.83 | -2 | -1 | 5 | -5 | 0 | 17
COc1ccc(C(=O)NC(=S)NCc2ccco2)cc1OC | -7.2 | 1.2 | 0.82 | -1 | 2 | -18 | -5 | 0 | 18
O=C(O)c1[nH]c2ccc(Cl)cc2c1CC(=O)N1CCN(c2ccccc2)CC1 | 0.2 | 0.97 | 0.92 | -7 | 0 | 3 | -9 | -7 | 8
